Pf Dd2 growth – inhibitors of Plasmodium falciparum Dd2 growth; P. falciparum Dd2 growth, SYBR Green, 72 h; Potency, µM (top dose mostly 28.9 µM), inactives show at the top dose activity, negative = inhibition, hits mostly inhibitors; 120,000 compounds, 4.3% hits; active = well fitted inhibition curve with a large enough effect; inconclusive = small, poorly fitted or top-dose-only effect; inactive = no such curve, though single readings can be large or run the other way;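 note: plate controls were DMSO vehicle for no effect and reference drug for full effect; nearly all actives have a fitted effect of over 65% in size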
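Infected erythrocytes (Dd2, 0.3% parasitemia, 2.5% hematocrit final) are added to compound in RPMI-1640/Albumax II medium, grown 72 h at 37C in low oxygen, then lysed with saponin/Triton-X containing SYBR Green and read by fluorescence.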
Starred values were filed as active, the others as inactive; i = inactive; ? = inconclusive; [ ] = dose if it differs, or a comment. Potency is the fitted concentration of half-maximal effect. An excerpt. The share of hits here may be higher or lower than overall.

No.	SMILES	Pf Dd2 growth
1	O[C@H]1CC[C@@H](Cc2cc(CN3CCOCC3)on2)O[C@@H]1CNCc1ccccc1	?
2	CN1CCN(c2ccc3nnc(-c4cc(C(=O)N(C)Cc5ccccc5)ccn4)n3n2)CC1	11%
3	COc1ccc(OC)c(CN2CCC3(CC2)OCCN(Cc2ccccc2)C3=O)c1	-19%[44.1 µM]
4	O=C(O)CCC(=O)N1C[C@@H]2OCC(=O)N(Cc3ccc(F)cc3)[C@@H]2C1	-3%[44.1 µM]
5	CCS(=O)(=O)c1ncc(N(Cc2ccco2)Cc2ccccc2F)c(C(=O)Nc2cccc(Cl)c2)n1	4µM*
6	CC(=O)Nc1ccc(NC(=O)C2Cc3ccccc3N2C(=O)c2ccccc2)cc1 (configuration not stated)	29%
7	CC(=O)Nc1ccccc1NC(=O)CN1CCN(Cc2ncccc2C)CC1	-1%
8	COc1ccc(-c2nc3ncccc3[nH]2)cc1	?
9	COc1ccc(-c2cc(C[C@H]3CNCC[C@H]3CC(=O)NCc3ccccc3)no2)cc1	?
10	CCCc1nnc(C[C@@H]2C[C@@H](C(C)C)[C@H](CNCc3cccnc3)C=C2C)o1	?
11	O=C(Cn1c(=O)n(Cc2nc(-c3ccccc3)no2)c(=O)c2cc3c(cc21)OCO3)Nc1cccc(C(F)(F)F)c1	?
12	Cc1nc(-c2ccccc2)n(Cc2ccccc2Cl)c(=O)c1CCO	?
13	COc1ccc(NC(=O)CCC2CCCN(C(=O)CC3=CCCCC3)C2)cc1Cl (configuration not stated)	i
14	COc1ccc(-c2[nH]nc3ncc(-c4ccccc4O)nc23)cc1F	?
15	O=C(Cc1ccc(-n2cnnn2)cc1)N1CCC2(CC1)[C@H](O)C[C@@H]2O	3%
16	Fc1cccc(Cc2nc(-c3nnn4c3COC(c3ccc(Cl)cc3)C4)no2)c1 (configuration not stated)	i
17	CC1=C(C(=O)OCC2CCCCC2)C(c2ccc(Cl)cc2Cl)CC(=O)N1 (configuration not stated)	i
18	COc1ccc(CN2CC[C@H](c3nnc(-c4ccccc4F)o3)C2)cc1	?
19	O=C1Cc2c(-c3cccc(CO)c3)n[nH]c2CN1c1ccccc1	22%[44.1 µM]
20	Cc1ccc2c(=O)cc(C(=O)Nc3cccc(C(F)(F)F)c3)oc2c1C	i
21	Cc1cccc(N(CC(=O)N(C)Cc2ccccc2)S(=O)(=O)c2ccccc2)c1C	?
22	CC(=O)N1CCN(Cc2ccc(C(F)(F)F)c(F)c2)CC(O)C1 (configuration not stated)	-1%
23	CCOc1ccc(-c2nc3cc(NC(=O)COc4cccc(C)c4)ccc3o2)cc1	i
24	CCNC(=O)N1CC[C@H]2CC(=O)N([C@H](C(N)=O)C(C)C)CC[C@H]2C1	?
25	COCCOC1CCN(C(=O)CCc2c[nH]c3ccccc23)CC1	-2%
26	CN(C)C[C@@H]1CN(Cc2ccncc2)C[C@H]1NC(=O)C1CC=CC1	7%
27	CCOC(=O)c1cccc(NC(=O)C2CCCN(c3nnc(C)c4c(C)n(-c5ccccc5)nc34)C2)c1 (configuration not stated)	i
28	COCCN1C(=O)CO[C@H]2CN(C3CCN(C(C)=O)CC3)C[C@H]21	-11%[44.1 µM]
29	COc1cccc(-c2noc(-c3ccc(NCCCSC)nc3)n2)c1OC	i
30	CC(=O)N1CCc2cc(CNS(=O)(=O)c3cccs3)ccc21	-22%
31	CCN(C(=O)CSc1nnc(-c2cc(OC)c(OC)c(OC)c2)o1)c1ccccc1	-30%
32	CN1C(=O)c2ccccc2Sc2ccc(NC(=O)Cc3ccc(Cl)cc3)cc21	?
33	CCCN1CCCC2(CCN(c3cc(C)c4cccc(OC)c4n3)C2)C1=O (configuration not stated)	-14%
34	CC1(c2ccccc2)N(Cc2cccnc2)C(=O)OC12CCN(C(=O)C1CCC1)CC2 (configuration not stated)	i
35	O=C1CN(Cc2ccc(-c3ccccc3)cc2)CCN1c1cc(Cl)ncn1	?
36	CCC(C(=O)N1CCC(C#N)(c2ccccc2)CC1)n1cccn1 (configuration not stated)	-12%
37	CN1CCC(C(=O)N2Cc3ccccc3CC3(CCCN(Cc4ccccc4)C3)C2)CC1 (configuration not stated)	?
38	COc1ccccc1Nc1nc(-c2ccccc2Cl)c2cc(Br)ccc2n1	-10%
39	CS(=O)(=O)c1ccc(-c2cnc([C@@H]3COCCN3Cc3ccncc3)[nH]2)cc1	3%[44.1 µM]
40	O=C(Nc1ccccc1F)c1oc2ccccc2c1NC(=O)c1c(F)cccc1F	-20%
41	O=C(NC1CCCCC1)N[C@H]1[C@H](O)[C@@H](N2CCN(c3ccccc3)CC2)[C@@H]2OC[C@H]1O2	-15%[44.1 µM]
42	CS(=O)(=O)N1CCOc2ccc(CCC(=O)NCCc3ccccc3)cc2C1	?
43	COc1ccc(CN2CCC[C@H]2c2nc(-c3ccc(-n4ccnc4)nc3)no2)c(OC)c1OC	10µM*
44	COc1ccc(CN2C(=O)O[C@@H]3CN(c4ccnc(SC)n4)C[C@@H]32)cc1OC	-4%
45	CC1CCC2(CC1)NC(=O)N(CC(=O)N(C)C1CCCCC1)C2=O (configuration not stated)	16%
46	O=C(NCc1ccc(F)cc1F)c1cc2n(n1)CC(c1ccc3c(c1)OCO3)OC2 (configuration not stated)	-18%
47	CCN1CCN(c2cc(C)c3cc(NC(=O)/C=C/c4ccc(OCCC(C)C)cc4)ccc3n2)CC1	1.1µM*
48	C[C@]1(CO)C2CC[C@@H](O)[C@@H](CC(=O)N3CC[C@@H](O)C3)[C@]2(C)CC[C@H]1OC(=O)Nc1ccc(Cl)c(Cl)c1 (some centres not stated)	?
49	COc1ccc(CC(=O)Nc2ccc(-c3nc4ccccc4s3)c(C)c2)cc1OC	-13%
50	Cn1nc(C2CCCC2)cc1[C@H]1CN2CC[C@H]1C[C@@H]2CNS(=O)(=O)c1ccccc1	i
51	O=C(CC1CCOC2(CCN(Cc3cccs3)CC2)C1)N1CCOCC1 (configuration not stated)	4%
52	Cc1ccc(-c2ccc3nnc(CNC(=O)c4cccc(C(F)(F)F)c4)n3n2)cc1	?
53	O=C(NC1CCCCCCC1)C1CCCN(C2CCN(Cc3ccncc3)CC2)C1 (configuration not stated)	13µM*
54	CCc1sc(NC(=O)Cn2nc3c(cc2=O)CCCC3)nc1C(=O)OC	-1%
55	COc1cccc(C(=O)NCC(c2ccc3c(c2)OCO3)N2CCN(C)CC2)c1 (configuration not stated)	?
56	N#Cc1ccc2nc([C@H]3CCN(Cc4ccccc4)C3)[nH]c2c1	-15%[44.1 µM]
57	O=C(Cc1cccs1)NC1CC(=O)N(c2ccc(F)cc2)C1 (configuration not stated)	70%[activator]
58	CCN(CC)C(=O)[C@@H](C)C1CC[C@@]2(C)CC[C@H](NC(=O)c3ccncc3)[C@@H](C)[C@@H]2[C@H]1O (some centres not stated)	?
59	CCOCCCNC(=O)c1cc2c(=O)[nH]c(-c3ccccc3)cn2n1	?
60	O=c1n(-c2ccncc2)nc2n1CCN(CC1CC1)C2	18%[44.1 µM]

Other structures
No.	SMILES	Pf Dd2 growth
61	COc1ccc(-c2noc([C@@H]3Cc4nc[nH]c4CN3C(=O)NC3CCCCC3)n2)cc1	13µM*
62	CC1=C[C@@H](CNC(=O)CCC(=O)O)[C@H](C(C)C)C[C@H]1Cc1nc2ccccc2n1C	i
63	O=c1cc(CN2CCCn3nc(CO)cc3C2)nc2sc(C3CC3)nn12	-21%
64	COc1cc(NC(=O)CCn2ccn3nc4c(c3c2=O)CCCC4)cc(OC)c1	i
65	NCCCC(=O)N1CCCC(N2CCN(c3cccc(C(F)(F)F)c3)CC2)C1 (configuration not stated)	-7%
66	CCc1cccc(OCC(=O)c2ccc3c(c2)N(CC(=O)NCCCOC)C(=O)CO3)c1	i
67	CSc1ccc(-c2ccc3c(c2)C(=O)N2CC[C@H](NC(=O)C4CCNCC4)C[C@H]2C(=O)N3)cc1	?
68	CCOc1cc(=O)n2c(c1C(=O)Nc1cc(OC)c(OC)c(OC)c1)CCCC2	?
69	O=C(NCc1noc(Cc2cccs2)n1)[C@H]1CCC[C@@H](O)C1	-16%
70	O=C(CC1=CCCCC1)N[C@@H]1CN(c2ncccn2)C[C@H]1CO	16%
71	O[C@@H]1C[C@@H](c2nc(-c3ccc4c(c3)OCO4)no2)N(Cc2ccccc2)C1	i
72	Cc1cccc(N2CCN(C(=O)c3noc4c3CCCCC4)CC2)c1C	11%
73	O=C1CC(c2ccccc2)N(C(=O)CNC(=O)Nc2ccccc2)CCCCCN1 (configuration not stated)	?
74	Cc1[nH]c2ccccc2c1C1(O)C(=O)N(Cc2ccccc2)c2ccc(Br)cc21 (configuration not stated)	?
75	COc1ccc(C2(C(=O)N3CCCCCCNC(=O)CC3)CC2)cc1	3%
76	CCS(=O)(=O)Nc1ccc(-c2cn3ccsc3n2)cc1	-15%
77	CCOc1ccc(CNC(=O)C2CCN(Cc3cc4ccccc4n3Cc3ccccc3C)CC2)cc1	i
78	CC(=O)N1CCCc2cc(S(=O)(=O)N(Cc3ccccc3)C(C)C)ccc21	-14%
79	COc1ccc(-c2cc(C[C@H]3CNCC[C@H]3CC(=O)O)no2)cc1	-16%[44.1 µM]
80	Cc1cccc(C(=O)N2CCc3cc(CNC(=O)c4ccc(Br)o4)ccc32)c1	1.3µM*
81	COC(=O)C1=CN(CC(=O)NCc2cccc(OC)c2)S(=O)(=O)N=C1C	i
82	O=C(c1ccc2c(c1)OCO2)N1CCC2(CCCN(CCCc3ccccc3)C2)C1 (configuration not stated)	-3%
83	Cc1ccc(C(=O)N2CCc3sc(C(=O)NCCN4CCCCCC4)cc3C2)cc1	?
84	O=C(CCc1ccccc1)N1CCC2(CC1)NC(=O)N(c1cccc(F)c1)N2	0%
85	O=C(Nc1cccc(Cl)c1)c1cc(S(=O)(=O)N2CCC3(CC2)OCCO3)ccc1F	?
86	CC(=O)c1cccc(NC(=O)Cn2ccn3nc(-c4ccc(F)cc4)c(CO)c3c2=O)c1	-18%
87	c1csc(-c2ccnc3nc(C4CCC4)nn23)c1	5%
88	CCn1ncc(N2CCC(NC(=O)Cc3ccc(F)cc3)CC2)cc1=O	i
89	CCC(=O)N1CCC2(CCC2OC)CC1 (configuration not stated)	-20%
90	CC(C)(C)CC(=O)N1C[C@@H]2C[C@H]1C(=O)N(CC1CC1)c1ccccc1O2	-15%[44.1 µM]

Seven consecutive records out of the list so far:
No.	SMILES	Pf Dd2 growth
61	COc1ccc(-c2noc([C@@H]3Cc4nc[nH]c4CN3C(=O)NC3CCCCC3)n2)cc1	13µM*
62	CC1=C[C@@H](CNC(=O)CCC(=O)O)[C@H](C(C)C)C[C@H]1Cc1nc2ccccc2n1C	i
63	O=c1cc(CN2CCCn3nc(CO)cc3C2)nc2sc(C3CC3)nn12	-21%
64	COc1cc(NC(=O)CCn2ccn3nc4c(c3c2=O)CCCC4)cc(OC)c1	i
65	NCCCC(=O)N1CCCC(N2CCN(c3cccc(C(F)(F)F)c3)CC2)C1 (configuration not stated)	-7%
66	CCc1cccc(OCC(=O)c2ccc3c(c2)N(CC(=O)NCCCOC)C(=O)CO3)c1	i
67	CSc1ccc(-c2ccc3c(c2)C(=O)N2CC[C@H](NC(=O)C4CCNCC4)C[C@H]2C(=O)N3)cc1	?

(continued)
No.	SMILES	Pf Dd2 growth
91	O=C(N[C@@H](Cn1ccc(=O)[nH]c1=O)C(=O)O)C1CCCCC1	-11%[44.1 µM]
92	CN(Cc1ccccc1)c1ccc(-c2nc(-c3ccccc3)no2)cc1[N+](=O)[O-]	?
93	CN(Cc1cccnc1)C(=O)[C@H]1C[C@@H](C(=O)O)N(C)[C@H]1c1cccc(Cl)c1	-6%
94	COCC(=O)Nc1nc2c(s1)C[C@@H]1[C@](C)(CO)[C@H](O)CC[C@@]1(C)[C@@H]2CC(=O)N1CCOCC1	20%
95	CCn1nc(C)c(-c2cc(C(=O)NCC34CCC=C3N(C)C(=O)CC4)no2)c1C (configuration not stated)	-14%
96	COc1ccccc1CN1CC(CNC(=O)c2ccccc2)C2(C1)CN(c1ccccc1)C2 (configuration not stated)	i
97	CN(C)c1ccc(-c2nnc([C@H]3CCN(C4CCC4)C3)o2)cc1	?
98	COC(=O)c1ccc2nc(C)cc(Nc3ccc(O)cc3)c2c1	?
99	CCCOCCNC(=O)c1c(C)noc1-c1ccc(OC)cc1	-11%
100	C=CCNC(=O)CCc1c(C)nn(-c2ccc(F)cc2)c1Oc1ccccc1F	i
101	CC(C)CN(CCCNC(=O)CN1N=C(c2ccc(Cl)cc2)CCC1=O)CC(C)C	i
102	CC(=O)N1CCCC1c1nc(C2CN(S(=O)(=O)c3cccc(C)c3)C2)no1 (configuration not stated)	-3%
103	CC1(C)CC(CN2CCC3(CC2)CC(=O)N(Cc2ccccc2)C3)CCO1 (configuration not stated)	?
104	Cc1c(F)cccc1NC(=O)C1CCCN1S(=O)(=O)c1ccc(F)cc1 (configuration not stated)	37%[activator]
105	Cc1cccc(C(=O)NC2CCN(c3cc(-c4ccc(Cl)cc4)[nH]n3)C2)c1 (configuration not stated)	?
106	COCc1nc2nc(-c3ccccc3)c(-c3cccc(CO)c3)cc2n1C	?
107	O=C(CN1C(=O)COc2ccc(S(=O)(=O)NC3CCCC3)cc21)Nc1ccc(Cl)cc1F	i
108	O=C(NCCCN1CCCCC1)c1sc2ncccc2c1-n1cccc1	1%
109	COCCC1(N(C)C)CCN(C(=O)Cc2ccccc2)CC1	?
110	O=C(c1ccc2c(c1)N(Cc1cccc(Cl)c1)C(=O)c1ccccc1S2(=O)=O)N1CCc2ccccc21	?
111	COc1ccc(-c2ccccc2NC(=O)C2CCCN2C(=O)c2cccnc2)cc1 (configuration not stated)	-7%
112	Cc1ccc(C)c(S(=O)(=O)c2nnn3c2nc(N2CCCCC2)c2ccccc23)c1	13µM*

Look-ups from the list:
compound 30 – Pf Dd2 growth = -22%
compound 22 – Pf Dd2 growth = -1%

Assay outcomes deposited in PubChem by National Center for Advancing Translational Sciences (NCATS).
